MMP13 fTHP cleavage: MMP13 inhibitors among fluorescent compounds, confirmation, biochemical, possible fluorescent artifacts, delta fluorescence (AID 734) | MMP13 fTHP FRET cleavage, delta fluorescence 4 h; hits give high values | 5,100 tested, under 10 active | inhibition, %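 (each compound tested at 4 µM nominal in triplicate)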;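 active = inhibition above the mean inhibition over all tested compounds plus 3 SD, cut at about 75% in these data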;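 also: 0% = DMSO only wells and 100% = 8 µM reference MMP13 inhibitor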
Numbers without * were called inactive. This is a subset, so the mix of outcomes need not match the whole.

SMILES	MMP13 fTHP cleavage
CN1CCN(c2c(F)cc3c(=O)c(C(=O)O)cn4c3c2SCC4)CC1	-3.1

Assay outcomes as filed in PubChem BioAssay.
